From PubChem BioAssay
IkB signaling: IkB pathway inhibition in ABC-DLBCL cells. 110,000 compounds, 0.04% hits. AID 445. ABC-DLBCL IkBa-CBG/CBR dual luciferase ratio, 4 h; response scale: scaled: untreated 0%, proteasome inhibitor 100%. Potency, µM (doses to about 57.1 µM), for inactives: top-dose IkBa stabilization activation; active = well fitted curve in the direction sought with a large enough effect in the signal ratio, not every such curve was filed as active; inconclusive = small, poorly fitted or top-dose-only effect, or a change in a side signal; the % refers to the signal ratio;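 also: the direction sought is a rising ratio; 0% = basal untreated cells and 100% = reference inhibitor full response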
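Curves were fitted separately to fusion (green), unfused (red) and ratio luminescence, then classed by r2, magnitude and activity. Cells: OCI-Ly3, 4 h compound plus doxycycline at 37C; 10 uM MG-132 defined full response.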
Peg3 imprint: induces erasure of genomic imprints in mouse ES cells | mouse ES Peg3-LacZ reporter, beta-gal luminescence, 40 h | Potency, µM (series often up to 60.7 µM), for inactives: top-dose activity change, positive = activation, hits mostly activators | 110,000 compounds, 0.02% hits | AID 1948;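 also: 0% = negative control wells on the plate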
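Each well holds 300 Peg3LacZ-Neo (maternal) female ES cells incubated 40 h at 37C, 5% CO2. LacZ is measured by BetaGlo luminescence, with AC50 and maximum efficacy derived from dose-response curves.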
p53ts 39C kill: cytotoxicity in p53ts cells at nonpermissive temperature | H1299-p53A138V viability at 39C, ATP luminescence, 24 h | Potency, µM (top dose mostly 46.1 µM), inactives show at the top dose activity change, negative = cell killing, usual class: cytotoxic | 130,000 compounds, 1.5% hits; also: nearly all actives have a fitted effect of over 55% in size
p53ts 32C tox: p53ts cell cytotoxicity, permissive temperature | Potency, µM (doses to about 46.1 µM), inactives show at the top dose activity change, negative = cytotoxicity, most hits filed as cytotoxic | 130,000 compounds, 0.93% hits | AID 924 | H1299-p53A138V at 32C, ATP luminescence viability, 24 h;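 also: 0% = DMSO and -100% = full killing by reference compound; nearly all actives have a fitted effect of over 55% in size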
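ATP-content luminescence (ATPlite) read-out after 24 h compound exposure at 32C in H1299-p53A138V cells (600/well). Tested up to 46 uM. Normalized to DMSO (0%) and 100 uM tamoxifen (100% killing); Hill-fit AC50.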
* hit, by the source's call; u = inconclusive; x = not tested or not shown; & = joins results of further samples; [ ] = another dose, or the depositor's remark. Unless noted, calls follow the shape of the dose curve; as a rule, active = well fitted curve in the direction sought with a large enough effect; inconclusive = small, poorly fitted or top-dose-only effect, or another doubt; inactive = no such curve, though single readings can be large; an effect the other way counts as inactive or inconclusive. Unless noted, % is scaled to controls: 0 for no effect and ±100 for the full control effect; potency is read from the fitted curve at half-maximal effect.

structure	IkB signaling	Peg3 imprint	p53ts 39C kill	p53ts 32C tox
O=C(c1cccc(Br)c1)N1CCN(C(=O)c2cccc(Br)c2)CC1	x	x	32%[activator]	13%
Nc1nonc1-c1noc(-c2ccccc2)n1	x	x	-6%	-5%
COc1ccc(-c2cc(C(=O)Nc3c(C)nn(Cc4ccc(F)cc4)c3C)no2)cc1OC	1.6%	-9%[10.9 µM]	-3%	2%
COC(=O)c1ccccc1-n1c(CCC(=O)O)ccc1-c1ccccc1	3.7%	9%[10.9 µM]	-3%	-1%
Cc1ccc(Cc2nc3ccccc3nc2SCC(=O)N2CCN(c3ccccc3F)CC2)cc1	0.9%	-7%[10.9 µM]	-5%	2%
COc1ccc(-c2cc(C(F)(F)F)nc(NCc3ccc(Cl)cc3)n2)cc1	2.6%	-7%[10.9 µM]	-9%	6%
Cn1c(=O)cc(OCCCC(=O)NCc2ccccn2)c2ccccc21	1.3%	-13%	-12%	-5%
COC(=O)c1c(SC)nc2ccccc2c1OCc1ccccc1Cl	-0.9%	-7%[10.9 µM]	-4%	0%
Cc1ccc(CO)cc1	2.6%	-3%	-10%	5%[1.84 µM]
CCOc1ccc(NC(=O)C2CCN(S(=O)(=O)c3c(C)noc3/C=C/c3c(C)cc(C)cc3C)CC2)cc1	-0.6%	16%[10.9 µM]	-26%	6%
O=C(COc1ccc2ccccc2c1)N1CCN(c2ccccc2O)CC1	u	-6%	3%	6%
COc1ccccc1NC(=O)Cn1c(SCC(=O)NCc2ccccc2)nc2ccccc21	1.9%	6%[10.9 µM]	u	2%
C1CCc2c(nc3nnnn3c2N2CCOCC2)C1	-0.5%	-2%	1%	-7%
CC1N(C)c2cccc3cccc(c23)N1C	x	x	25%	4%
COC(=O)c1cc(=O)nc2sc3ccccc3n12	-3.1%	x	-1%	0%
COc1ccc(Cl)cc1NC(=O)c1sc2nc3n(c(=O)c2c1C)CCC3	-1.0%	-7%[10.9 µM]	2%	-3%
COC(=O)C1(CCSC)NC(c2ccco2)C2C(=O)N(C)C(=O)C21 (stereo unspecified)	-4.4%	x	2%	-8%
O=C(Nc1cccc(C(F)(F)F)c1)c1cnn(-c2cccc(F)c2)c1C1CCNCC1	0.5%	-5%[10.9 µM]	-15%	3%
O=C(CN1C(=O)c2ccccc2S1(=O)=O)Nc1cccnc1	4.3%	14%	4%	11%
CSc1ccc(-c2nc3cc(C)ccn3c2Nc2ccc(C)cc2)cc1	-0.5%	-7%[10.9 µM]	-27%	0%
COC(=O)c1scc(-c2ccc(C)cc2)c1S(=O)(=O)Nc1cc(C)c(Cl)cc1OC	-1.7%	-13%[10.9 µM]	-14%	-3%
CCOC(=O)N1CCc2c(sc3c2c(=O)n(-c2ccccc2C(F)(F)F)c(=O)n3Cc2ccccc2C)C1	-2.1%	-10%[10.9 µM]	-14%	11%
CCOCCCn1c(=S)[nH]c2ncccc2c1=O	0.4%	-9%	-2%	-5%
CCOC(=O)c1c(NC(=O)c2ccc(C)c(C)c2)sc2c1CCCCC2	9.0%	-5%[10.9 µM]	12%	7%
Cc1ccc(NS(=O)(=O)c2ccc3c(c2)CCCN3C(=O)C2CCC2)cc1Cl	u	-10%[10.9 µM]	-2%	34%[activator]

Some of the entries above in a different format.
The line under a structure holds: IkB signaling | Peg3 imprint | p53ts 39C kill | p53ts 32C tox
Nc1nonc1-c1noc(-c2ccccc2)n1
    x | x | -6% | -5%
COc1ccc(-c2cc(C(=O)Nc3c(C)nn(Cc4ccc(F)cc4)c3C)no2)cc1OC
    1.6% | -9%[10.9 µM] | -3% | 2%
COC(=O)c1ccccc1-n1c(CCC(=O)O)ccc1-c1ccccc1
    3.7% | 9%[10.9 µM] | -3% | -1%
Cc1ccc(Cc2nc3ccccc3nc2SCC(=O)N2CCN(c3ccccc3F)CC2)cc1
    0.9% | -7%[10.9 µM] | -5% | 2%
COc1ccc(-c2cc(C(F)(F)F)nc(NCc3ccc(Cl)cc3)n2)cc1
    2.6% | -7%[10.9 µM] | -9% | 6%

Additional records follow:
structure	IkB signaling	Peg3 imprint	p53ts 39C kill	p53ts 32C tox
CN(C)C(=O)Cn1c(=O)n(C)c2ccccc21	1.0%	22%	13%	6%
C/C(=N\NC(=O)c1nn(C)c(C)c1Br)c1ccc(NC(=O)c2ccccc2F)cc1	x	x	-5%	u
CCNc1ncc2nc(-c3cccs3)c(=O)n(-c3ccc(OC)cc3)c2n1	-1.4%[11.4 µM]	x	-1%	-6%
CC(=O)Nc1ccc(NC(=O)c2ccc3c(c2)N(Cc2cccc(Cl)c2)C(=O)c2ccccc2S3(=O)=O)cc1	1.6%	-22%[10.9 µM]	11%	16%
c1ccc(Cn2nnnc2C(c2cccs2)N2CCOCC2)cc1 (stereo unspecified)	-0.5%	-7%	1%	2%
Cc1ccc2nc(-c3ccc(NC(=O)c4ccc(N)cc4)c(S(=O)(=O)O)c3)sc2c1	-1.6%[11.4 µM]	-4%[10.9 µM]	-24%[9.22 µM]	-9%[9.22 µM]
Cc1ccc(S(=O)(=O)N2CCCC(C(=O)N(Cc3cccs3)C3CC3)C2)cc1 (stereo unspecified)	u	-15%	-22%	7%
O=C(O)c1cc(=O)cc(C(=O)O)[nH]1	1.4%&12%	4%&-14%	-7%&14%	0%&10%
COC(=O)C(C(=O)OC)C(C(C)C)C(C(=O)OC)C(=O)OC	x	x	-1%	2%
CCCn1c(C)nc2c(NCCCN3CCCCC3C)nc(C)nc21 (stereo unspecified)	x	7%	-4%	1%
O=C(NC1CC(=O)N(c2ccc(F)cc2)C1)c1cc2ccccc2o1 (stereo unspecified)	1.6%	2%[10.9 µM]	-18%	4%
CCOC(=O)c1cc2c(=O)n3ccccc3nc2n(CCOC)c1=NC(=O)c1c(-c2c(F)cccc2Cl)noc1C	u	-16%[10.9 µM]	6%	2%
COc1ccc(CNC(=O)c2nn(-c3ccccc3C)nc2CO)cc1	u	3%[10.9 µM]	8%	-7%
CCCC(=O)Nc1ccc2nc(SCc3ccc(C)cc3)sc2c1	0.7%	-2%[10.9 µM]	-15%	-9%
COc1ccc(-c2nc3cc(NC(=O)COc4ccccc4C)ccc3o2)cc1	-1.4%	-16%[10.9 µM]	-4%	-6%
Cc1cccc(OCCSc2nc3ccc(NC(=O)COc4ccccc4F)cc3s2)c1	0.1%	-18%[10.9 µM]	-1%	-9%
Cn1c(N)c(S(=O)(=O)c2ccc(Br)cc2)c2nc3ccccc3nc21	8.2%	-14%	-8%	0%
CCOC(=O)N1CCN(C(=O)CSc2nnc(Cc3ccccc3)o2)CC1	-2.1%	-28%	6%	10%
Cc1cccc(NC(=O)Cn2nnc(C(=O)NCc3cccs3)c2N)c1	-0.9%	-4%[10.9 µM]	-1%	-3%
COc1ccc(NC(=O)/C(C#N)=C/c2ccc(C)o2)cc1	2.1%	-20%[10.9 µM]	u	u
Cc1cccc(C)c1NC(=O)CSc1nnc([C@H](C)NC(=O)OC(C)(C)C)o1	1.0%	-5%	12%	1%
COc1ccc(CCCc2nnc(SCC(=O)Nc3cccc(F)c3C)o2)cc1	u	-14%[10.9 µM]	6%	1%
COc1ccc(CCNC(=O)CCCCn2c(=O)c3ccccc3n(Cc3ccccc3C)c2=O)cc1OC	-0.8%	-13%[10.9 µM]	u	u
Cc1nc2c(C(=O)NC(C)c3ccccc3)cnn2c(C)c1Cc1ccccc1 (stereo unspecified)	u	-17%[10.9 µM]	20µM*	u
NC(Cc1cnc[nH]1)C(=O)Nc1ccc2ccccc2c1 (stereo unspecified)	x	-19%	-6%	-2%

One compound at a time (already shown). Screens in order: IkB signaling | Peg3 imprint | p53ts 39C kill | p53ts 32C tox
Record of `COc1ccc(CCNC(=O)CCCCn2c(=O)c3ccccc3n(Cc3ccccc3C)c2=O)cc1OC` : -0.8% | -13%[10.9 µM] | u | u
Record of `COc1ccc(CCCc2nnc(SCC(=O)Nc3cccc(F)c3C)o2)cc1` : u | -14%[10.9 µM] | 6% | 1%
Record of `CCOC(=O)c1cc2c(=O)n3ccccc3nc2n(CCOC)c1=NC(=O)c1c(-c2c(F)cccc2Cl)noc1C` : u | -16%[10.9 µM] | 6% | 2%
Record of `Cc1cccc(C)c1NC(=O)CSc1nnc([C@H](C)NC(=O)OC(C)(C)C)o1` : 1.0% | -5% | 12% | 1%

Carrying on.
SMILES,IkB signaling,Peg3 imprint,p53ts 39C kill,p53ts 32C tox
COc1cccc(N2CCN(C(=O)c3cc4c(=O)n(Cc5ccco5)ccc4nc3C)CC2)c1,-0.1%,-5%[10.9 µM],-14%,7%
Cn1c(=O)c2c(nc(SCc3cccnc3)n2Cc2ccc(F)cc2)n(C)c1=O,0.3%,-17%,-6%,7%
Brc1cccc(-c2n[nH]c(-c3ccccc3)n2)c1,1.4%,-7%,0%,-2%
CCOc1ccc(NC(=O)c2cc3sc(Cl)cc3n2CC)cc1,-0.1%,-7%[10.9 µM],-8%,-3%
COC(=O)CSC1=C(C#N)C(c2ccc(Cl)cc2)C(C(=O)OC)C(=O)N1 (stereo unspecified),5.6%,6%,7%,0%
CCOC(=O)c1c(N)n(-c2ccccc2CC)c2nc3ccccc3nc12,-1.6%,-13%[10.9 µM],-13%,9%
CN(C)CCN1C(=O)c2oc3ccccc3c(=O)c2C1c1ccccc1 (stereo unspecified),2.6%,-12%,0%,-1%
O=C(NCc1ccco1)c1cccc(NC(=O)c2ccccc2)c1,12%,-23%,-4%,-7%
CCOc1ccc(-c2nonc2NC(=O)c2ccco2)cc1OCC,-1.7%,-6%[10.9 µM],-2%,14%
CC1=C(C(=O)Nc2cccnc2)C(c2ccccc2)n2nc(SCc3ccccc3Cl)nc2N1 (stereo unspecified),4.7%,-3%[10.9 µM],18%,7%
CC(=O)Nc1c(C(=O)c2ccccc2)oc2ccccc12,-0.5%,-9%,-18%,-6%
CCc1cccc(NC(=O)c2ccc(NC(=O)N3CCSc4ncccc43)cc2)c1,u,7%[10.9 µM],-22%,-16%
Clc1cc(Br)ccc1OCCOCCN1CCOCC1,-0.7%,-20%,-18%,0%
O=C(CSc1nnc(-c2ccco2)n1-c1ccccc1)N1CCc2ccccc21,-0.5%,-9%,10%,-1%
COc1ccc(Cl)cc1C(=O)NCC(c1ccco1)N1CCCC1 (stereo unspecified),u,-12%,-2%,-3%
C=CCn1cc(C(=O)NCCCOC)c(=O)c2cc(S(=O)(=O)N(CC)CC)ccc21,-0.1%,1%,12%,3%
C=CCn1c(=S)[nH]c2ccc(Br)cc2c1=O,-3.4%,-21%,7%,5%
COc1ccc(S(=O)(=O)NCCc2cn3ccsc3n2)cc1OC,-0.7%,-17%[10.9 µM],-1%,5%
COc1ccccc1-c1cncnc1NCc1cccnc1,0.8%[11.4 µM],4%,10%,0%
NC(=O)NC(=O)COC(=O)c1ccccc1Oc1ccccc1,1.5%,28%,-5%,9%
COc1ccc(-c2nc(CNC(=O)Nc3ccccc3)c(C)o2)cc1,u,-7%[10.9 µM],-1%,3%
Cc1ccc(CCNC(=O)CCCn2nc(C)c3c(C)n(-c4ccc(C)cc4)nc3c2=O)cc1,u,-2%[10.9 µM],-12%,0%
COCCNc1nc(-c2ccc(N(C)C)cc2)nc2ccccc12,-5.0%[11.4 µM],-28%,10µM*,13µM*
CCN(CC)CCCNC(=O)c1ccc2nc(CCc3ccccc3)oc2c1,u,-14%[10.9 µM],-14%,-15%
O=C(OCCCN1C(=O)c2ccccc2C1=O)c1ccco1,0.8%,-8%,10%,-5%
CN1CCN(Cc2nc3c([nH]2)c(=O)[nH]c(=O)n3C)CC1,1.9%,-5%,12%,0%
CC(=O)c1c(C)[nH]c(C(=O)CSc2nnc(-c3ccco3)n2Cc2ccccc2)c1C,u,-21%,u,u
COC(=O)C(C#N)c1nc2ccccc2nc1N1CCCC1 (stereo unspecified),-2.7%,-14%,6%,15%
